# Source: PubChem
# Nrf2 ARE act – qHTS of Nrf2 Activators; 0.31% of 410,000 active; AREc32 ARE-luciferase reporter (MCF7-derived line), luminescence, 24 h; Potency, µM (doses to about 46.1 µM), for inactives: at the top dose activation, usual class: activators; also: potency is read from the fitted curve at half-maximal effect; % of control where 0% means no effect; nearly all actives have a fitted effect of over 65% in size
#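 Luminescent ARE reporter assay in AREc32_Fluc cells: overnight plating at 37 deg C, 24 hr compound incubation, Steady-Glo added, 30 min RT before reading.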
# Nrf2 block – Nrf2 qHTS screen for inhibitors; AID 504444, 2011; Potency, µM (titrated, usually from 46 µM), without a hit: top-dose activity change, negative = inhibition, most hits filed as inhibitors; A549 ARE-Fluc reporter, luciferase luminescence, 18-24 h; 2.1% of 360,000 active; also: potency is read from the fitted curve at half-maximal effect; % is scaled to controls: 0 for no effect and ±100 for the full control effect; nearly all actives have a fitted effect of over 60% in size
#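 Concentration-response testing used A549 ARE_Fluc cells at 5000 cells/well. Following an 18-24 h compound incubation, viability was read by fluorescence (Ex 405/Em 525) and luciferase output by luminescence.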
# HepG2 tox – qHTS for Inhibitors of TGF-b: Cytotox Counterscreen. 0.76% of 410,000 active. AID 588856, 2011. Potency, µM (highest dose often 46.1 µM), for the others: at the highest dose activity change, negative = cytotoxicity, most hits filed as cytotoxic. HepG2 CAGA-GFP viability, ATP luminescence, 18 h; also: potency is read from the fitted curve at half-maximal effect; some results filed as inactive show a strong effect at the top dose
#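 HepG2 CAGA-GFP cells (1000/well, DMEM with 1% FBS) received compound, then TGF-beta at 500 pg/mL final, and were incubated 18 hours at 37 degrees C. Viability was read by CellTiter-Glo luminescence. Media-only wells were set as complete cell-killing and DMSO as no toxicity.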
# A549 tox – Nrf2 qHTS screen for inhibitors: counterscreen for cytotoxicity | A549 ARE-Fluc cells, CellTiter-Fluor viability, 18-24 h | Potency, µM (doses to about 46 µM), inactives show top-dose activity change, negative = cytotoxicity, actives largely listed as inhibitors | 0.16% of 390,000 active; also: potency is read from the fitted curve at half-maximal effect; % is scaled to controls: 0 for no effect and ±100 for the full control effect
#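 Cytotoxicity counterscreen: CellTiter-Fluor fluorescence was measured in A549 ARE_Fluc cells after 18-24 h of compound exposure in a concentration series. The subsequent BugLite luminescent read reports ARE-luciferase activity.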
# IL2 activator – qHTS of IL-2 Activators. IL-2 activation reporter assay, cell-based qHTS; stimulated with anti-CD3/CD4/CD28 beads; in transgenic mouse T cells. activation, % (series mostly up to about 46 µM). 0.065% of 360,000 active; in the data active = activation above about 50%; inconclusive = mostly about 30% to 49%; also: 0% is about no effect
#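 Using fluorescent plate cytometry, EGFP and DsRed are detected in transgenic mouse T cells stimulated 18 h at 37 degrees C with antibody-coated beads after 60 min compound pretreatment.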
# ATXN2 expr inh – Primary qHTS for Inhibitors of ATXN expression | 0.72% of 360,000 active | HEK-293 ATXN2-luciferase reporter, luminescence, 24 h | Potency, µM (titrated, usually from 57 µM), inactives show top-dose activity change, negative = inhibition, hits mostly inhibitors; also: potency is read from the fitted curve at half-maximal effect; % is scaled to controls: 0 for no effect and ±100 for the full control effect; nearly all actives have a fitted effect of over 55% in size
#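 qHTS (up to 57 uM final) was run with 24 h compound exposure of reporter cells at 37 °C. Each well was multiplexed: SteadyGlo luminescence measured ATXN2-luciferase expression after a fluorogenic Gly-Phe-AFC viability readout (25 uM final).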
# TGFb SMAD3 inh – qHTS for Inhibitors of TGF-b | HepG2 CAGA-GFP TGF-b/SMAD3 reporter, GFP fluorescence, 18 h; TGF-beta stimulated, 500 pg/mL final | 1.2% of 410,000 active | Potency, µM (top dose mostly 46.1 µM), for the others: at the highest dose activity, negative = inhibition, hits mostly inhibitors; also: potency is read from the fitted curve at half-maximal effect; % is scaled to controls: 0 for no effect and ±100 for the full control effect; nearly all actives have a fitted effect of over 65% in size
#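 Using HEPG2 CAGA-GFP reporter cells at 1000 cells/well, we pinned test compounds, stimulated with recombinant TGF-beta (500 pg/mL final) and measured total well GFP after 18 h.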
# ATXN viability – Viability Counterscreen for Primary qHTS for Inhibitors of ATXN expression; AID 651635, 2014; 0.49% of 400,000 active; S2 cells (HEK-293 line with an ATXN2-luciferase reporter) viability, CellTiter-Fluor protease fluorescence, 24 h; Potency, µM (titrated, usually from 56.7 µM), usual class: cytotoxic; also: potency is read from the fitted curve at half-maximal effect; nearly all actives have a fitted effect of over 40% in size
# EPAC2 ag – qHTS for Agonist of cAMP-regulated guanine nucleotide exchange factor 4 (EPAC2): primary screen. AID 720711, 2013. EPAC2 activation, biochemical qHTS; response scale: 100% = 6.5 mM cAMP response. Potency, µM (titrated, usually from 154 µM), for the others: top-dose activation, actives largely listed as activators. 0.079% of 360,000 active; also: potency is read from the fitted curve at half-maximal effect; nearly all actives have a fitted effect of over 50% in size
# Target sequence (Q8WZA2 whole entry, looked up): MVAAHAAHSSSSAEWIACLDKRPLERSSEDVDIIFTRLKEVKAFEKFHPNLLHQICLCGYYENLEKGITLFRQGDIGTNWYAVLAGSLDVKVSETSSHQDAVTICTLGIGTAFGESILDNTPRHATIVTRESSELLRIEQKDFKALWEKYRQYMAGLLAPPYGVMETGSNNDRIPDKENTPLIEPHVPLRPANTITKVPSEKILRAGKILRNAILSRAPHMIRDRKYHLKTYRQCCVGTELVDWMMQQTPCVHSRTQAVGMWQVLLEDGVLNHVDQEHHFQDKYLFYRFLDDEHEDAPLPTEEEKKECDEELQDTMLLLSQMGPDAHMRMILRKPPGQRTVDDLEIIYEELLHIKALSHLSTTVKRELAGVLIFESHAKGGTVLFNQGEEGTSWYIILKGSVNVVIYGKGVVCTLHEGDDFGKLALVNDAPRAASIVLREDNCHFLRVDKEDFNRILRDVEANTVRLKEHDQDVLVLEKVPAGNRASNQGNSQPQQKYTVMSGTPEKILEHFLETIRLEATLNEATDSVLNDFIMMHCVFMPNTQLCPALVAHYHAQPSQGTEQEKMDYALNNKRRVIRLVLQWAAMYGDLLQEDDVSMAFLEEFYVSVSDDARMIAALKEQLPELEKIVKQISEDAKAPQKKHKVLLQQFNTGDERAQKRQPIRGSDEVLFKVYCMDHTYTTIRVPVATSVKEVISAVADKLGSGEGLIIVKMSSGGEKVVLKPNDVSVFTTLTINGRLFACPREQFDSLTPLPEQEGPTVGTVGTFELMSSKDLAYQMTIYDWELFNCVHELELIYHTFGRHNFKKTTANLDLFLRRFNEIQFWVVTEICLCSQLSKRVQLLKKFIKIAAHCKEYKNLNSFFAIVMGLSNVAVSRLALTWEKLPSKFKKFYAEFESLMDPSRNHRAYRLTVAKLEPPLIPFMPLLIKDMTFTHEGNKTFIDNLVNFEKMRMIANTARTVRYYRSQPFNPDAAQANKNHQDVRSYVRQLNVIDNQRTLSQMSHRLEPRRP
#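 qHTS, titration series. 100 nM EPAC2 / 250 nM Rap1B-BODIPY-GDP / 50 uM GDP; RT; ex 480/em 540 nm, 5-min reads to 30 min. Norm. to 6.5 mM cAMP = activation.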
# * hit, by the source's call; i = inactive; ? = inconclusive; nt = not tested or not shown; [ ] = dose if it differs, or a comment. Unless noted, calls follow the shape of the dose curve; as a rule, active = well fitted curve in the direction sought with a large enough effect; inconclusive = small, poorly fitted or top-dose-only effect, or another doubt; inactive = no such curve, though single readings can be large; an effect the other way counts as inactive or inconclusive.
SMILES,Nrf2 ARE act,Nrf2 block,HepG2 tox,A549 tox,IL2 activator,ATXN2 expr inh,TGFb SMAD3 inh,ATXN viability,EPAC2 ag
COc1cc(C)c(C(C)C)cc1S(=O)(=O)NCCCn1ccnc1,-0.1%,-3.8%,-15.9%,-0.2%,0.3,-0.4%,-14.4%,i,-7.7%
O=C(OCCCN1CCCC1)C1(c2ccccc2)CCCC1,-0.4%,-15.2%,-13.5%,-12.3%,1.8,-9.4%,27.5%,i,5.3%
Cc1ccc(S(=O)(=O)N2CCC(=O)N([C@H](COCc3cccc(Cl)c3)C(C)C)CC2)cc1,3.6%,nt,nt,nt,-0.4,-18.5%,nt,i,10.8%
O=C(c1cc(Cl)ccc1F)N1CCCC(Nc2ccc3c(c2)OCCO3)C1 (configuration not stated),-0.5%,-9.2%,-4.7%,2.1%,-3.9,-1.8%,10.0%,i,7.7%
CCOc1cccc(C2/C(=C(/O)c3ccc4c(c3)CC(C)O4)C(=O)C(=O)N2Cc2ccncc2)c1 (configuration not stated),0.0%,4.4%,-9.2%,?,-2.6,-5.7%,-11.4%,i,5.4%
O=C(N/N=C/c1ccc2c(c1)OCO2)C(=O)Nc1ccccc1,1.6%,11.6%,1.3%,5.0%,-1.2,13.6%,0.3%,i,3.3%
COc1ccc(OC)c(S(=O)(=O)N(C)CC(=O)N2CCc3ccccc3C2)c1,-0.8%,-26.3%,11.2%,-8.8%,0.1,-3.7%,?,i,5.2%
Cc1ccc(CNC(=O)CSc2nc(C)cc(C)c2C#N)cc1,0.2%,-9.7%,-1.5%,7.5%,-1.6,2.1%,-7.6%,i,-0.6%
N#CCCn1c2ccccc2c2nc3ccccc3nc21,0.2%,nt,-3.2%,-4.0%,-0.5,2.5%,28.4%,i,5.4%
Cc1ccc(CNC(=O)C2CCN(c3nc4ccc(C)cc4[nH]3)CC2)cc1,16.7%,nt,-28.6%,-1.5%,nt,nt,?,nt,nt
Cc1ccc2c(c1)C(c1ccc(F)cc1)N(C(=O)C(C)C)CC(=O)N2 (configuration not stated),?,3.1%[9.27 µM],-3.7%,4.6%,nt,?,-5.0%,i,nt
CCOc1cc(C2NC(=O)c3c(sc4c3CCN(C)C4)N2)ccc1OC(=O)c1ccccc1Cl (configuration not stated),-2.1%,8.2µM*,0.3%,-6.8%,nt,-1.1%,-7.2%,i,nt
Oc1ccccc1CN1CCCC(N2CCN(c3cccc(C(F)(F)F)c3)CC2)C1 (configuration not stated),4.1%,19.4%,-24.5%,-0.6%,0.4,-7.5%,-19.4%,i,10.2%
Cc1cccc(N2CCN(C(=O)c3ccc4c(c3)N(Cc3cccc(Cl)c3)C(=O)c3ccccc3S4(=O)=O)CC2)c1C,0.0%,nt,4.2%,14.8%,nt,nt,-1.9%,nt,nt
N#Cc1c(SCC(=O)N2CCCCC2)nsc1SCC(=O)N1CCCCC1,0.1%,-16.4%,-4.6%,-2.0%,-2.9,15.9%,-18.1%,i,-3.7%
COc1cccc(OCc2nc3ccccc3n2Cc2ccccc2C)c1,3.4%,?,-30.3%,-2.0%,nt,-16.2%,?,i,nt
CCOc1ccc(NC(=O)CN2CCN(CC(=O)Nc3ccc(F)c(F)c3)CC2)cc1,2.6%,nt,-1.6%,-9.8%,3.4,-5.3%,-1.1%,i,11.3%
Cc1ccc(S(=O)(=O)N2CCN(C(=O)c3cccs3)CC2)cc1,-0.6%,3.9%,-6.6%,8.5%,-3.0,-35.8%,5.4%,?,-5.2%
COC(=O)c1c[nH]c2c1-c1cc(C(=O)OCc3ccccc3)n(S(=O)(=O)c3ccc(C)cc3)c1C(=O)C2=O,-2.2%,4.11µM*,0.562µM*,4.11µM*,-5.8,?,0.447µM*,?,-7.9%
COCCNC(=O)CN(C(=O)CCC(=O)Nc1ccccn1)c1ccc(C)c(C)c1,-0.1%,2.4%,6.5%,1.3%,-2.4,2.8%,-9.2%,i,-1.8%

# As entered above.
# Entry of Cc1ccc2c(c1)C(c1ccc(F)cc1)N(C(=O)C(C)C)CC(=O)N2 (configuration not stated) in Nrf2 block: 3.1%[9.27 µM]
# Entry of Cc1ccc(S(=O)(=O)N2CCN(C(=O)c3cccs3)CC2)cc1 in Nrf2 ARE act: -0.6%

# The list continues:
SMILES,Nrf2 ARE act,Nrf2 block,HepG2 tox,A549 tox,IL2 activator,ATXN2 expr inh,TGFb SMAD3 inh,ATXN viability,EPAC2 ag
COc1ccc(-n2c(SC(CN3CCCCC3)CN3CCCC3=O)nc3ccccc3c2=O)cc1 (configuration not stated),4.3%,-0.2%,-21.8%,-12.3%,-1.9,5.0%,2.5%,i,-6.2%
O=C(NCc1ccc2c(c1)OCO2)Nc1ccc(F)cc1,2.9%,9.0%,5.2%,2.4%,-0.4,11.4%,-15.8%,i,1.6%
N#CCCN(C(=O)Nc1ccc(Cl)c(Cl)c1)c1ccccc1,-0.8%[9.22 µM],-3.9%,-14.0%,14.4%,0.1,-10.1%,-5.0%,i,3.5%
COC(=O)c1sccc1NC(=O)Nc1cc(OC)ccc1OC,7.1%,14.6%,-2.6%,-2.7%,-0.8,0.9%,0.0%,i,2.8%
Cc1ccc2[nH]c(C(=O)O)c(NC(=O)[C@@H]3C[C@@H]3c3ccccc3)c2c1,0.0%,-23.6%,-16.1%,1.6%,0.3,6.5%,21.4%,i,9.2%
Cc1cc(C)n(-c2ccc(C(=O)Nc3cccnc3)cc2)n1,-0.3%,-20.6%,15.2%,1.6%,-2.4,13.2%,24.7%,i,-0.9%
O=C(Nc1cccc(S(=O)(=O)N2CCCCC2)c1)C1CC1,-1.2%,-7.5%,2.0%,-5.9%,-0.5,-6.1%,-4.9%,?,5.1%
C=CCn1c(-c2ccccc2[N+](=O)[O-])n[nH]c1=S,-0.5%,6.8%,12.6%,-2.8%,0.4,7.4%,0.2%,i,6.8%
CC1CCCN(S(=O)(=O)c2cc(Cl)ccc2Cl)C1 (configuration not stated),0.0%,-4.2%,-17.9%,0.7%,-3.6,3.9%,-22.8%,i,16.1%
COc1ccccc1N1CCN(Cc2cc(=O)c(OCC#N)co2)CC1,-0.4%,-1.4%,6.7%,-2.9%,-1.0,-2.7%,11.5%,i,3.4%
COCC(C)NC(=O)c1ccccc1OC(C)=O (configuration not stated),0.2%,-4.2%,-3.0%,1.5%,1.8,-12.5%,-18.2%,?,12.2%
O=C(COC(=O)c1cc(Br)ccc1Cl)NC1CC1,0.2%,-1.9%,-0.2%,2.3%,0.2,-1.1%,2.4%,i,-4.1%
CCn1c(SCc2cccc(C(=O)O)c2)nnc1-c1ccccc1,-0.3%,31.7%,6.8%,-1.4%,2.6,9.9%,-18.3%,i,6.7%
CCOC(=O)[C@@H]1[C@H]2COc3ccc(Br)cc3[C@@H]2N2C(=O)N(c3cccc(F)c3)C(=O)[C@]12C,1.0%,-3.0%,6.3%,1.4%,0.8,-2.1%,8.9%,i,6.2%
O=C(NCC(=O)N1CCCCCCC1)c1ccccc1Br,2.5%,?,3.7%,1.4%,0.6,13.8%,0.4%,i,-7.4%
C=CCOc1ccc(CNn2c(C)n[nH]c2=S)cc1OC,6.2%,25.1%,25.5%,7.8%,-0.7,14.8%,6.2%,i,-0.3%[15.6 µM]
CCc1nn(CC(=O)NCc2cccnc2)c(=O)c2cc3occc3n12,-0.3%,-1.8%,-25.1%,-0.2%,-1.9,-3.5%,-2.5%,i,7.4%
Cn1nc(C(=O)N2CCN(c3ccc(F)cc3)CC2)c2c1-c1ccccc1SC2,0.1%,?,-16.0%,-0.2%,nt,nt,-0.9%,nt,nt
CCCS(=O)(=O)c1c(S(=O)(=O)CCC)c2cc(-c3ccncc3)ccn2c1C(=O)OC,?,-26.3%,0.0%,2.4%,1.9,53.2%[activator],49.2%[activator],nt,9.2%
O=C(N/N=C/c1cccnc1)C(=O)N1CCCCCC1,-1.6%,3.7%,-0.6%,-7.3%,-1.1,-10.8%,15.1%,i,4.0%
Cc1cc(C(=O)COc2cc(F)ccc2[N+](=O)[O-])c(C)n1CC1CCCO1 (configuration not stated),13.0%,15.8%,-15.3%,1.5%,-0.8,-22.3%,-9.5%,i,7.9%
CN(CC(=O)Nc1ccc(Cl)cc1)C1CCCCC1,-0.1%,?,-20.5%,0.0%,-0.4,nt,-9.8%,i,6.1%
O=C(Nc1cccc(Cl)c1)c1ccc2c(c1)OCCO2,-0.2%,105.9%,-18.9%,1.7%,1.0,43.2%[activator],14.2%,?,13.5%
CCN(CC)C(CNC(=O)CSc1nnnn1-c1cccc(F)c1)c1ccco1 (configuration not stated),0.1%,7.1%,-8.0%,3.9%,0.1,nt,4.4%,i,9.8%
CCSc1ccccc1C(=O)NCc1ccc(OC)cc1,-0.5%,nt,11.3%,3.1%,-0.6,3.6%,8.2%,i,4.5%
CCOC(=O)CCN1C(=O)c2ccccc2Sc2ncccc21,-0.6%,-13.5%,7.6%,-0.4%,-3.5,-13.1%,1.0%,i,7.7%
CCCS(=O)(=O)N1CC(=O)N(c2ccccc2F)C(C)(C(=O)NC2CCCCCC2)C1 (configuration not stated),-1.2%,11.6%,-6.5%,-1.5%,nt,nt,-16.4%,nt,nt
CC(C)Oc1ccccc1C1(c2ccccc2)NC(=O)NC1=O (configuration not stated),-0.8%,0.1%,2.5%,12.5%,0.1,nt,3.0%,i,1.3%
CCOc1ccc(-c2cn(S(=O)(=O)c3cccc4nsnc34)nc2N)cc1,2.1%,nt,-7.2%,8.7%,1.0,-9.8%,-6.5%,i,14.2%

# Random draw from the library; overall some 4.3% were active at least once.
